Screens (PubChem BioAssay)
TRb-SRC2 inh – disrupts binding of human TR beta to SRC2; AID 1469; Potency, µM (titrated, usually from 106 µM), inactives show top-dose activity change, negative = inhibition, actives largely listed as inhibitors; TRbeta-SRC2 peptide binding, fluorescence polarization; receptor liganded with 1 µM T3; 280,000 tested, 0.065% active; P10828;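 further: potency means the concentration at half of the fitted maximal effect; plate controls were bound peptide for no effect and peptide without receptor for full effect; nearly all actives have a fitted effect of over 50% in size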
Target sequence (P10828 whole entry, looked up): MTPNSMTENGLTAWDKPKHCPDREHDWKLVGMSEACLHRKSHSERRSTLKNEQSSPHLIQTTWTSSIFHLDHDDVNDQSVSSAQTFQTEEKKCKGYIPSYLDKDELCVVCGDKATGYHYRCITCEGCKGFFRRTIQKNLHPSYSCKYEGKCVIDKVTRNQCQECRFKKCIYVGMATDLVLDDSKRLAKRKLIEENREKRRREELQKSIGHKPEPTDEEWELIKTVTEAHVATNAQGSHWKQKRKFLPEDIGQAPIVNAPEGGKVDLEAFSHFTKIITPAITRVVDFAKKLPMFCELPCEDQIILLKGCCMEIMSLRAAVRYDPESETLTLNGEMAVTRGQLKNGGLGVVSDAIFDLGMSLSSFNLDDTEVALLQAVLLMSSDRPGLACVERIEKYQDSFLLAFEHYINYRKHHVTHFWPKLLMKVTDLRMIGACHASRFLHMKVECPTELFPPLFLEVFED
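Polarization signal, normalized between peptide-alone and full complex controls, measured compound effects on T3-liganded human TRb LBD (0.6 uM) binding 20 nM Texas Red SRC2 peptide after 5 hr.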
NPSR antag – blocks cAMP signaling of the human neuropeptide S receptor | Q6W5P4 | CHO-NPSR cells, cAMP TR-FRET, antagonist mode | Potency, µM (doses to about 38.3 µM), inactives show top-dose activity change, negative = inhibition, hits mostly inhibitors | 220,000 tested, 1% active | AID 1461; further: potency means the concentration at half of the fitted maximal effect; on the % scale 0 is the no-effect control and ±100 the full control effect; nearly all actives have a fitted effect of over 50% in size; many of its hits are not listed in these tables
CBFb RUNX1 block – blocks binding between human CBF-beta and RUNX1; Q01196+Q13951; AlphaScreen CBFb-His/RUNX1-biotin binding, biochemical; 230,000 tested, under 10 active; Potency, µM (highest dose often 59.8 µM), without a hit: at the top dose activity, negative = inhibition, hits mostly inhibitors; AID 1477; further: % of control where 0% means no effect
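AlphaScreen proximity signal reports loss of binding between His-tagged CBF-beta and biotin-labelled RUNX1, each at 30 nM. Proteins are pre-associated for 20 minutes, compounds added for 15 minutes, then beads for 90 minutes, all at ambient temperature.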
Tau fibril FP – tau fibrillization inhibition (FP). 280,000 tested, 0.39% active. P10636. AID 1468. K18 P301L tau heparin fibrillization, Alexa594 FP, 6 h. Potency, µM (titrated, usually from 57.7 µM), inactives show at the highest dose activity, negative = inhibition, hits mostly inhibitors; further: potency means the concentration at half of the fitted maximal effect; on the % scale 0 is the no-effect control and ±100 the full control effect; nearly all actives have a fitted effect of over 55% in size
Target sequence (P10636 561-689 P618L limits assumed): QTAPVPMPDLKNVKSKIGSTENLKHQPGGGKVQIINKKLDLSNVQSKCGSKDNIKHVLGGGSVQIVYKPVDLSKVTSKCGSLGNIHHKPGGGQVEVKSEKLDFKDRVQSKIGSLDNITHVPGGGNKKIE
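K18 P301L tau (15 uM unlabeled/0.24 uM Alexa 594-labeled, final) + compound + heparin 20 uM final; 100 mM NaOAc pH 7; 6 hr 37 C; ThT 30 uM final added, 1 hr RT; FP ex 555/em 632 nm.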
aGal spleen mod – alpha-galactosidase A (human) modulation; Potency, µM (series often up to 80 µM), without a hit: at the highest dose activity change, negative = inhibition, most hits filed as inhibitors; P06280; AID 2107; human spleen homogenate, 4MU-alpha-Gal fluorescence, 40 min; 240,000 tested, 0.008% active;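 further: potency means the concentration at half of the fitted maximal effect; 0% = enzyme with vehicle and -100% = no enzyme basal signal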
Target sequence (P06280 32-429 limits assumed): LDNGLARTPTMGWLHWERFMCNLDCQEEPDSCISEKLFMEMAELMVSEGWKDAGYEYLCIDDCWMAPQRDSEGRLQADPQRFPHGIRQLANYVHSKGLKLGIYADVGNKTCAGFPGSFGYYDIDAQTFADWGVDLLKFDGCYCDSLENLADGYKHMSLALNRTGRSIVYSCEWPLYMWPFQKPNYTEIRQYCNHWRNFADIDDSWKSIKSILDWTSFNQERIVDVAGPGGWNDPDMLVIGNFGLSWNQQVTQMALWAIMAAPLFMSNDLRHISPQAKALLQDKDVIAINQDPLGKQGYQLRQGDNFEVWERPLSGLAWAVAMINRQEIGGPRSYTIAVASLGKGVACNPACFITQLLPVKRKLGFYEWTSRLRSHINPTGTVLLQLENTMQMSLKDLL
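Inhibition or activation of alpha-galactosidase in human spleen homogenate is scored by 4-MU fluorescence after 40 min at 37C, pH 5.0, with 1 mM substrate. AC50s come from concentration-response fitted to the Hill equation.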
Epigenetic reg – derepresses silenced GFP reporter in murine cells; murine LDR cells, GFP reporter derepression, 30 h; Potency, µM (highest dose often 53.9 µM), without a hit: at the highest dose GFP activation, usual class: activators; 280,000 tested, 0.2% active; AID 1865; further: potency means the concentration at half of the fitted maximal effect; % of control where 0% means no effect; nearly all actives have a fitted effect of over 60% in size
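In this reporter-derepression format, murine cells bearing a silenced integrated CMV-GFP locus incubate with test compound (30 h, 37 C), then are washed and imaged; fluorescent objects of 20–120 um count as induced cells.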
Tau fluor cs – counter-screen for tau fibril formation inhibitors | tau K18 P301L (four-repeat tau fragment) Alexa594 fluorescence, heparin fibrillization | 280,000 tested, 0.93% active | AID 1463 | Potency, µM (highest dose often 57.7 µM), inactives show at the highest dose activity change, negative = decrease; further: potency means the concentration at half of the fitted maximal effect; on the % scale 0 is the no-effect control and ±100 the full control effect; nearly all actives have a fitted effect of over 55% in size
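Human K18 P301L tau (15 uM unlabeled plus 0.24 uM Alexa 594-labeled, final) in 100 mM sodium acetate pH 7 was mixed with compound and 20 uM heparin and incubated 6 hr at 37 C.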
TexasRed fluor – counter-screen for TRb-SRC2 inhibitors: fluorescence interference; TRb/SRC2 Texas Red total fluorescence interference; Potency, µM (series often up to 106 µM), inactives show top-dose fluorescence change, negative = quenching; 280,000 tested, 0.29% active; AID 1479; active means well fitted curve in either direction with a large enough effect; inconclusive means small, poorly fitted or top-dose-only effect; further: potency means the concentration at half of the fitted maximal effect; on the % scale 0 is the no-effect control and ±100 the full control effect
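Human TRβ ligand-binding domain (0.6 uM) and Texas Red SRC2 peptide (20 nM) in Tris buffer with 1 uM T3 and 5% DMSO were incubated with pinned compound for 5 hr at ambient temperature. Total fluorescence was computed as S + 2P (555/632 nm).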
An asterisk follows results filed as active; ? = inconclusive; . = no result given; [ ] = remark or other dose. Unless noted, the call rests on the fitted dose curve; in most records, active means well fitted curve in the direction sought with a large enough effect; inconclusive means small, poorly fitted or top-dose-only effect, or another doubt; inactive means no such curve, though single readings can be large; an effect the other way counts as inactive or inconclusive. Not all compounds are listed, so the mix of outcomes need not match the whole.

SMILES	TRb-SRC2 inh	NPSR antag	CBFb RUNX1 block	Tau fibril FP	aGal spleen mod	Epigenetic reg	Tau fluor cs	TexasRed fluor
c1nc(NC2CCCCC2)c2[nH]cnc2n1	-1.3%	-6.0%[46.1 µM]	-1.0%	2.2%	-2.5%	-3.2%	5.7%	1.6%
CCOc1ccc(-c2nc(CNC(=O)Nc3ccccc3)c(C)o2)cc1	-0.5%	.	.	-9.0%	.	1.6%	-23.5%	-0.4%
Cc1nc2nc(-c3cccnc3)[nH]n2c(=O)c1Cc1ccccc1	4.3%	-16.9%[46.1 µM]	4.1%	1.7%	-15.2%	0.0%	2.5%	1.9%
Cc1cc(C)nc(S/C=C/C(=O)c2ccc(F)cc2)n1	-9.4%	51.7%	0.7%	-14.9%	-7.8%	?	-13.6%	2.9%
O=C(NCC1CCCO1)C1CCN(S(=O)(=O)c2cccc3nonc23)CC1 (stereo not given)	-0.4%	-2.6%[46.1 µM]	7.6%	-0.6%	2.1%	-1.2%	-3.8%	-2.3%
O=C(O)CN1C(=O)/C(=C/C=C/c2ccccc2)SC1=S	0.8%	-26.7%	-1.5%	-6.3%	2.2%	3.4%	-7.5%	-1.6%
CCOc1ccc(N2C(=O)CC(N(Cc3ccco3)C(C)=O)C2=O)cc1 (stereo not given)	2.4%	-22.2%	0.8%	10.7%	12.6%	1.0%	-3.0%	-2.0%
C/C(Cl)=C/CSc1nn2c(=O)c3ccccc3nc2s1	-13.9%	-18.5%[46.1 µM]	-1.1%	-9.2%	-12.8%	0.6%	-16.7%	-1.3%
CC(C)COc1ccc(C(=O)Nc2nnc(S(=O)(=O)N(C)Cc3ccco3)s2)cc1	3.8%	.	.	-14.9%	.	2.5%	-3.5%	-16.7%
O=c1cnnc(N/N=C/c2c[nH]c3ccccc23)[nH]1	7.4%	-0.5%	-15.5%	0.9%	6.0%	1.2%	-19.1%	-7.2%
CCOC(=O)C1CCN(C(=O)COC(=O)c2ccc(Br)o2)CC1	-4.8%	-9.1%[46.1 µM]	3.8%	-0.4%	1.9%	-1.8%	-7.5%	-0.2%
Cc1ccccc1NS(=O)(=O)c1ccc2[nH]cc(C(=O)NC3CCCCC3)c(=O)c2c1	0.5%	.	.	28.2µM*	.	-1.1%	?	2.2%
CC(=O)Nc1ccc(S(=O)(=O)N(Cc2ccccc2)c2ccccc2F)cc1	-0.3%	-3.7%	2.5%	?	-21.1%	5.8%	?	-0.7%
CN(C)S(=O)(=O)c1ccc(NC(=O)COC(=O)c2n[nH]c3ccccc23)cc1	-11.9%	-6.6%[46.1 µM]	-1.6%	-11.5%	1.2%	-0.9%	-19.9%	1.0%
Cn1c(CO)cnc1SCC(=O)c1ccc(Br)cc1	2.8%	2.8%	13.9%	2.4%	-4.0%	-1.9%	8.5%	-2.6%
Cc1ccccc1-c1nnn(CC(=O)Nc2ccc3c(c2)OCO3)n1	8.2%	-0.1%	10.9%	1.3%	-1.3%	-0.3%	-23.4%	-1.3%
COc1cccc(CN2CCN(S(=O)(=O)c3ccc(NC(C)=O)cc3)CC2)c1OC	-0.2%	22.4%	9.2%	-10.8%	0.0%	-0.1%	12.2%[2.34 µM]	-1.4%
CC(C)Cn1nc(NC(=O)c2cccc(Cl)c2)c2cc3ccccc3nc21	-27.1%[53 µM]	.	.	-0.6%	.	?	?	1413µM*[quencher]
CCc1ccc(-c2nc3c(c(SCc4ccccc4)n2)Cc2c(CO)cnc(C)c2O3)cc1	3.7%	.	.	6.0%	.	-1.9%	2.4%	-1.0%
Clc1ccc(N2CCOCC2)nn1	-5.5%	10.1%	1.2%	-17.3%	-15.5%	1.7%	-10.3%	-0.8%
COC(=O)c1ccc(C(=O)OC)c(=O)[nH]1	3.8%	6.6%	16.0%	-6.6%	?	0.0%	-6.0%	0.7%
CCOC(=O)CN1N=C(/C=C/c2ccc(C)cc2)CCC1=O	7.0%	-8.7%[46.1 µM]	2.7%	5.1%	-7.6%	-1.1%	-5.6%	-2.1%
Cc1c(CCNC(=O)c2c(F)cccc2F)sc2nc(-c3ccc(F)cc3)nn12	-0.7%	.	.	-11.3%	.	3.8%	1.5%	-1.3%
COC(=O)CN1C(=O)CSc2ccc(S(=O)(=O)Nc3cccc(Br)c3)cc21	-9.2%	.	.	-4.3%	.	-1.6%	-14.4%	-2.9%
Cc1c(Cl)cccc1N/C(SCC(=O)N1CCCCCC1)=C(/C#N)c1nc2ccccc2s1	8.0%	-26.7%	-5.1%	-3.6%	-3.9%	7.7%	-5.1%	0.8%

For reference, 3 of the compounds above.
SMILES	TRb-SRC2 inh	NPSR antag	CBFb RUNX1 block	Tau fibril FP	aGal spleen mod	Epigenetic reg	Tau fluor cs	TexasRed fluor
c1nc(NC2CCCCC2)c2[nH]cnc2n1	-1.3%	-6.0%[46.1 µM]	-1.0%	2.2%	-2.5%	-3.2%	5.7%	1.6%
CCOc1ccc(-c2nc(CNC(=O)Nc3ccccc3)c(C)o2)cc1	-0.5%	.	.	-9.0%	.	1.6%	-23.5%	-0.4%
Cc1nc2nc(-c3cccnc3)[nH]n2c(=O)c1Cc1ccccc1	4.3%	-16.9%[46.1 µM]	4.1%	1.7%	-15.2%	0.0%	2.5%	1.9%

2 entries from above in another layout.
> Clc1ccc(N2CCOCC2)nn1
  TRb-SRC2 inh = -5.5%	NPSR antag = 10.1%	CBFb RUNX1 block = 1.2%	Tau fibril FP = -17.3%	aGal spleen mod = -15.5%	Epigenetic reg = 1.7%	Tau fluor cs = -10.3%	TexasRed fluor = -0.8%

> Cn1c(CO)cnc1SCC(=O)c1ccc(Br)cc1
  TRb-SRC2 inh = 2.8%	NPSR antag = 2.8%	CBFb RUNX1 block = 13.9%	Tau fibril FP = 2.4%	aGal spleen mod = -4.0%	Epigenetic reg = -1.9%	Tau fluor cs = 8.5%	TexasRed fluor = -2.6%

Going on with the list.
SMILES	TRb-SRC2 inh	NPSR antag	CBFb RUNX1 block	Tau fibril FP	aGal spleen mod	Epigenetic reg	Tau fluor cs	TexasRed fluor
CCC(C)Sc1nc2ccccc2n1CC(=O)O (stereo not given)	-1.3%	-5.4%[46.1 µM]	7.2%	1.0%	2.4%	2.4%	0.4%	2.6%
COC(=O)CSc1[nH]c2ccc(Br)cc2c1[N+](=O)[O-]	2.2%	12.4%	6.1%	-1.9%	5.7%	10.2%	-20.7%	-1.5%
O=C(NN1CCOCC1)c1cc(-c2cccc(Cl)c2)nc2ccccc12	-16.6%	-6.5%[46.1 µM]	-1.3%	-0.1%	-7.9%	0.0%	-3.0%	-3.8%
Oc1c(C(c2ccccc2)N2CCOCC2)sc2nc(-c3ccco3)nn12 (stereo not given)	-3.3%	.	.	?	.	10.1%	-6.5%	-1.0%
Cc1cccc(NC(=O)N2CCC(c3nc4ccccc4o3)CC2)c1	-1.6%	?	1.6%	4.7%	5.3%	0.0%	-1.5%	-1.7%
Cc1ccccc1NCC(=O)N/N=C/C(Br)=C/c1ccccc1	1.2%	-15.8%[46.1 µM]	-4.0%	-6.2%	13.4%	14.4%	?	0.6%
O=C(c1c[nH]c2ccc(S(=O)(=O)N3CCOCC3)cc2c1=O)N1CCCC1	0.2%	-2.0%[46.1 µM]	-0.1%	-5.9%	9.5%	0.8%	-16.1%	-2.5%
COc1ccc(C2=Nn3c(nnc3-c3cccc(OC)c3)SC2)cc1	-1.2%	.	2.6%	.	6.9%	.	.	-1.6%
COc1cc(SC)ccc1C(=O)Nc1c(C)cccc1C	2.9%	33.6%	-1.3%	10.0%	-11.5%	-4.0%	8.3%	1.0%
Cc1cccc(-n2c(N)c(C(=O)N3CCN(C)CC3)sc2=S)c1	0.1%	11.9%[7.67 µM]	-1.9%	?	-4.8%	?	-17.4%	-0.4%
COc1ccc(OC)c(-c2c3cc(O)c(=O)cc-3oc3cc(O)c(O)cc23)c1	25.1µM*	-25.9%	.	15.8µM*	-1.1%	3.2%	?	44.7µM*[fluorescent]
CNC(=S)NNC(=O)c1cc(C(C)(C)C)nn1Cc1ccc(F)cc1	3.0%	17.4%	-5.5%	-9.2%	4.4%	2.5%	-13.6%	-0.6%
Cc1ccc(C(=O)OCc2cn3ccccc3n2)cc1	-1.3%	-9.4%[46.1 µM]	5.0%	6.1%	-20.0%	0.0%	-1.3%	-1.5%
COc1ccc(O[C@H]2C=C[C@@H](c3ccccc3)O[C@@H]2CON=C(C)C)cc1	1.0%[11.2 µM]	.	5.4%[13.1 µM]	5.4%[11.6 µM]	7.8%[17.5 µM]	0.0%[10.1 µM]	-6.0%[11.6 µM]	0.2%[11.2 µM]
C[C@H](NC(=O)c1ccccc1Cl)C(=O)OCC(=O)N1CC2(C)CC1CC(C)(C)C2 (stereo not given in full)	?	31.5%	-10.2%	4.9%	6.8%	-1.0%	9.5%	-1.2%
NC(N)=N/N=C/c1ccccc1Cl	-5.1%	9.7%[7.67 µM]	-0.6%	5.2%	-5.8%	-0.3%	2.4%	-4.8%
C=CCN(CC=C)CCOc1ccc(C)cc1[N+](=O)[O-]	-1.4%	-2.4%	0.4%	-2.1%	-9.0%	-4.6%	1.7%	0.4%
COc1ccccc1NC(=O)Cn1c(=O)sc2ccccc21	8.2%	-5.4%[46.1 µM]	-2.7%	1.3%	-0.5%	-1.0%	-0.7%	-2.0%
O=C(C1=C[C@H](c2ccc(C(F)(F)F)cc2)C[C@H](OCCCCO)O1)N1CCOCC1	1.7%	-29.0%	2.4%	11.8%	3.3%	-1.1%	3.5%	1.8%
COc1ccc(S(=O)(=O)Nc2cccc(-c3ccc(N4CCCCCC4)nn3)c2)cc1	5.6%	.	.	-4.4%	.	-1.7%	-19.2%	-4.3%
COc1ccc2nc(NC(=O)CN3CCN(C)CC3)sc2c1	1.7%	6.2%[46.1 µM]	4.1%	-9.2%	9.7%	-4.3%	-11.6%	-5.9%
O=C(CSc1ncn[nH]1)Nc1ccc(S(=O)(=O)N2CCCC2)cc1	8.0%	-0.7%[46.1 µM]	1.9%	-2.2%	10.2%	0.0%	-7.8%	-3.4%
CCOC(=O)c1c(NC(C)=O)no[n+]1[O-]	-10.4%	2.3%	0.8%	-10.8%	?	-1.0%	-11.5%	-1.4%
